Source: PubChem BioAssay (National Center for Advancing Translational Sciences (NCATS))
KB-3-1 cytotox – qHTS assay for MDR1-selective chemotherapeutics: Primary screen using the parental adenocarcinoma cell KB-3-1 | KB-3-1 viability, CellTiter-Glo ATP luminescence, 72 h | Potency, µM (doses to about 46.1 µM), for the others: at the highest dose activity change, negative = cytotoxic, usual class: cytotoxic | 400,000 compounds, 1.4% hits; note: potency is the fitted concentration of half-maximal effect; % is set by controls: 0 for no effect and ±100 for the full control effect; nearly all actives have a fitted effect of over 60% in size
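Luminescent ATP read-out (CellTiter-Glo) measures survival of drug-naive KB-3-1 cells after 72 h compound exposure at 37 °C. Titration series was screened from lowest to highest concentration, with DMSO vehicle plates as background controls.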
HepG2 tox – qHTS for Inhibitors of TGF-b: Cytotox Counterscreen; HepG2 CAGA-GFP viability, ATP luminescence, 18 h; Potency, µM (highest dose often 46.1 µM), for the others: at the top dose activity change, negative = cytotoxicity, most hits filed as cytotoxic; 410,000 compounds, 0.76% hits; note: potency is the fitted concentration of half-maximal effect; some results filed as inactive show a strong effect at the top dose
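CellTiter-Glo luminescence gave cytotoxicity after 18 hours at 37 degrees C. The cells were HepG2 CAGA-GFP in 1% FBS DMEM, stimulated with 500 pg/mL TGF-beta after compound addition. %Activity was normalised to no-cell wells (complete cell-killing) and DMSO (no toxicity), and curves were fitted and classified.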
IL-1B inflam inh – qHTS for Inhibitors of Inflammasome Signaling: IL-1-beta AlphaLISA Primary Screen; 360,000 compounds, 4.7% hits; activity change, % at 57.5 µM; THP-1 LPS/ATP IL-1B secretion, AlphaLISA, 16 h; stronger effect = lower value; in the data active = activity change below about -50%; inconclusive = mostly about -30% to -49%; note: % is set by controls: 0 for no effect and ±100 for the full control effect
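THP-1 cells pretreated 1 hr with compounds (up to 57.5 uM final), then stimulated with LPS (250 ng/mL final) plus ATP (1.25 mM final); secreted IL-1B measured by AlphaLISA after 16 hr, decreased signal indicating inhibition.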
HT1080 IDH1KD tx – qHTS for induction of synthetic lethality in tumor cells producing 2HG: qHTS for the HT-1080-IDH1KD cell line | AID 686971, 2013 | Potency, µM (highest dose often 46.1 µM), inactives show top-dose activity, negative = toxicity, hits mostly cytotoxic | 360,000 compounds, 2% hits | HT-1080 IDH1 knockdown viability, ATP luminescence, 48 h;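 note: potency is the fitted concentration of half-maximal effect; 0% = DMSO wells and -100% = cell-free medium wells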
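Viability of IDH1-knockdown HT-1080 fibrosarcoma cells was assessed by CellTiter-Glo after 48 h at 37 °C with titrated compound; concentration-effect curves were classified by fit quality and response size.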
MCF10A rerep – A quantitative high throughput screen for small molecules that induce DNA re-replication in MCF 10a normal breast cells; Potency, µM (doses to about 46.1 µM), inactives show top-dose activity, positive = re-replication, actives largely listed as activators; 350,000 compounds, 2.9% hits; MCF 10A DNA re-replication, Hoechst nuclear intensity, 48 h; note: potency is the fitted concentration of half-maximal effect; % of control where 0% means no effect; nearly all actives have a fitted effect of over 50% in size
SW480 rerep – A quantitative high throughput screen for small molecules that induce DNA re-replication in SW480 colon adenocarcinoma cells; Potency, µM (titrated, usually from 46.1 µM), inactives show at the highest dose re-replication activation, hits mostly activators; SW480 DNA re-replication, Hoechst DNA content imaging, 48 h; 340,000 compounds, 1.8% hits; note: potency is the fitted concentration of half-maximal effect; % of control where 0% means no effect; nearly all actives have a fitted effect of over 55% in size
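DNA re-replication was detected as more nuclei of elevated Hoechst intensity after 48 hr exposure to compound (23 nL pinned per well of 250 cells).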
HT1080-NT tox – qHTS for induction of synthetic lethality in tumor cells producing 2HG: qHTS for the HT-1080-NT fibrosarcoma cell line; HT-1080-NT fibrosarcoma viability, CellTiter-Glo ATP luminescence, 48 h; Potency, µM (series often up to 46.1 µM), for the others: top-dose activity, negative = less viability, usual class: cytotoxic; 360,000 compounds, 1.6% hits;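 note: NT is the 2HG producing partner of a matched IDH1 knockdown line; potency is the fitted concentration of half-maximal effect; 0% = DMSO-treated cells and -100% = media-only wells without cells; nearly all actives have a fitted effect of over 55% in size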
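HT-1080-NT; 750 cells/well; 5% FBS RPMI; 48 h compound, 37 degrees C; CellTiter-Glo luminescence; curve fitting and curve-class assignment.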
S2 tox – Viability Counterscreen for Primary qHTS for Inhibitors of ATXN expression | S2 cells (HEK-293 line with an ATXN2-luciferase reporter) viability, CellTiter-Fluor protease fluorescence, 24 h | Potency, µM (top dose mostly 56.7 µM), hits mostly cytotoxic | 400,000 compounds, 0.49% hits | AID 651635, 2014; note: potency is the fitted concentration of half-maximal effect; nearly all actives have a fitted effect of over 40% in size
ATXN2 expr inh – Primary qHTS for Inhibitors of ATXN expression. HEK-293 ATXN2-luciferase reporter, luminescence, 24 h. 360,000 compounds, 0.72% hits. Potency, µM (highest dose often 57 µM), for inactives: top-dose activity change, negative = inhibition, hits mostly inhibitors; note: potency is the fitted concentration of half-maximal effect; % is set by controls: 0 for no effect and ±100 for the full control effect; nearly all actives have a fitted effect of over 55% in size
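ATXN2-luciferase reporter cells (luciferase flanked by upstream and downstream ATXN2 gene portions) were treated 24 h at 37 °C with compounds at up to 57 uM. SteadyGlo luminescence gave expression; GF-AFC fluorescence gave viability.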
Starred values were filed as active, the others as inactive; i = inactive; ? = inconclusive; . = not tested or not shown; [ ] = dose if it differs, or a comment. Unless noted, calls come from the whole dose curve; as a rule, active = well fitted curve in the direction sought with a large enough effect; inconclusive = small, poorly fitted or top-dose-only effect, or another doubt; inactive = no such curve, though single readings can be large; an effect the other way counts as inactive or inconclusive. Not a hit list. About 8.9% of those tested had a hit in this group.

1: CN(Cc1cnn(-c2ccccc2)c1)C(=O)c1cccc(S(=O)(=O)N(C)c2ccccc2)c1
2: O=C(OCC(=O)c1ccc[nH]1)c1ccc(S(=O)(=O)N2CCCCCC2)cc1
3: O=C(Cc1cccc2ccccc12)N1CCN(c2ncccn2)CC1
4: COC(=O)c1ccc(OCC(=O)Nc2nn(-c3ccccc3)nc2C(N)=O)cc1
5: CC1(C)CC(=O)c2cc(OCC(=O)NCc3cccnc3)ccc2O1
6: CC(C)(C)c1ccc(/C=N/NC(=O)C2CCCC2)cc1
7: CC(=O)N1CCc2cc(S(=O)(=O)C(C)CC(=O)Nc3ccc(Br)c(C)c3)ccc21 (stereo unspecified)
8: CN1CCN(C(=O)/C=C\c2ccc(Cl)cc2)CC1
9: COc1ccc(NC(=O)CC2C(=O)OCC3CCCCN32)cc1Cl (stereo unspecified)
10: N/C(=N\OC(=O)C1CCCCC1)c1ccc(Br)cc1

| Screen / compound no. | 1 | 2 | 3 | 4 | 5 | 6 | 7 | 8 | 9 | 10 |
| --- | --- | --- | --- | --- | --- | --- | --- | --- | --- | --- |
| KB-3-1 cytotox | -16% | -1% | -2% | 11% | 12% | 16% | -29% | 3% | 7% | 8% |
| HepG2 tox | -23% | 1% | -4% | -7% | -3% | -23% | -12% | -10% | 8% | 5% |
| IL-1B inflam inh | -23 | -3 | 18 | 4 | 27 | -9 | . | 10 | 41 | -10 |
| HT1080 IDH1KD tx | -19% | 8% | 10% | -10% | -2% | -23% | . | -5% | 7% | 2% |
| MCF10A rerep | . | -10% | 6% | ? | -25% | 2% | . | 6% | -10% | ? |
| SW480 rerep | . | 8% | -5% | 7% | -2% | 0% | . | -134%[inhibitor] | -4% | -4% |
| HT1080-NT tox | -18% | 0% | 17% | ? | 6% | -8% | . | -1% | 11% | 7% |
| S2 tox | ? | i | i | i | i | i | i | i | i | i |
| ATXN2 expr inh | . | 0% | -20% | -25% | 10% | 86%[activator] | -21% | 9% | 6% | 24% |

Rewritten bar-delimited: part of the list above.
cpd | SMILES | KB-3-1 cytotox | HepG2 tox | IL-1B inflam inh | HT1080 IDH1KD tx | MCF10A rerep | SW480 rerep | HT1080-NT tox | S2 tox | ATXN2 expr inh
4 | COC(=O)c1ccc(OCC(=O)Nc2nn(-c3ccccc3)nc2C(N)=O)cc1 | 11% | -7% | 4 | -10% | ? | 7% | ? | i | -25%
5 | CC1(C)CC(=O)c2cc(OCC(=O)NCc3cccnc3)ccc2O1 | 12% | -3% | 27 | -2% | -25% | -2% | 6% | i | 10%

Next section.
11: COCCCNC(=O)CCn1c(=O)c2ccccc2n(CC(=O)Nc2ccccc2C)c1=O
12: CCOC(=O)C1=NN(c2ccc(OC)cc2)C(c2ccccc2)CC1=O (stereo unspecified)
13: CN(C)CCC(=O)N1C/C(=C/c2ccccc2)C(=O)/C(=C\c2ccccc2)C1
14: CCCCC1=CC2=CC(=O)C(C)(OC(=O)CC)C(=O)C2=CN1Cc1ccccc1 (stereo unspecified)
15: CCCn1c(N)c(C(c2ccc(C(=O)OC)cc2)N2CCN(c3ccccc3)CC2)c(=O)[nH]c1=O (stereo unspecified)
16: COc1cc(OC)cc(C(=O)c2c(C)c(C#N)c3ccccn23)c1
17: O=C(O)COc1ccc(/C=N/NC(=O)C(O)(c2ccccc2)c2ccccc2)cc1
18: CCCOc1ccc(CC(=O)NCCc2ccccc2)cc1OC
19: CCOC(=O)c1nn(-c2ccc(Cl)cc2)c(=O)c(C#N)c1C
20: C#CCOc1c(Br)cc(/C=N/O)cc1OCC

| Screen / compound no. | 11 | 12 | 13 | 14 | 15 | 16 | 17 | 18 | 19 | 20 |
| --- | --- | --- | --- | --- | --- | --- | --- | --- | --- | --- |
| KB-3-1 cytotox | 2% | -2% | -1% | 3% | 10% | 5.2µM* | -3% | -19% | 10% | ? |
| HepG2 tox | 12% | -49% | -126% | -17% | 0% | 8% | 1% | -27% | -25% | 36% |
| IL-1B inflam inh | 34 | -24 | -100* | 47 | 17 | 30 | -10 | 18 | 2 | 0 |
| HT1080 IDH1KD tx | 17% | 2% | 0.58µM* | 12% | -2% | 12% | -2% | -2% | 8% | -27% |
| MCF10A rerep | 2% | 6% | 31% | ? | 18% | ? | -9% | ? | -10% | ? |
| SW480 rerep | -1% | -13% | ? | -18%[9.22 µM] | -6% | 10µM* | -15% | ? | 5% | -1% |
| HT1080-NT tox | 12% | -1% | ? | 13% | 0% | ? | 12% | -3% | 8% | -26% |
| S2 tox | i | i | 4.2µM* | ? | i | i | i | i | i | i |
| ATXN2 expr inh | -7% | -19% | 2.1µM* | 7% | 6% | -20% | -7% | 0% | 78%[activator] | -32% |

21: CCCS(=O)(=O)NC(=O)C1(C)CCCN(C(=O)c2cc3ccccc3s2)C1 (stereo unspecified)
22: CCOC(=O)c1[nH]c2ccc(OC)cc2c1NC(=O)CN1CCSCC1
23: CC(=O)Oc1c(-c2ccc(Br)o2)oc2ccccc2c1=O
24: COc1cc(C(=O)NCC(=O)NCCN2C(=O)S/C(=C\c3ccc4c(c3)OCO4)C2=O)cc(OC)c1OC
25: O=C(CCc1ccccc1)N1CCN(Cc2ccc(F)cc2Cl)CC1

| Screen / compound no. | 21 | 22 | 23 | 24 | 25 |
| --- | --- | --- | --- | --- | --- |
| KB-3-1 cytotox | 0% | 6% | ? | 10% | -3% |
| HepG2 tox | 7% | 0% | -30% | -34% | -16% |
| IL-1B inflam inh | 55 | -7 | -29 | -5 | ? |
| HT1080 IDH1KD tx | 14% | 17% | ? | 1% | 0% |
| MCF10A rerep | . | -1% | ? | 0% | ? |
| SW480 rerep | . | -4% | ? | -19% | ? |
| HT1080-NT tox | 20% | 17% | -19% | 3% | -7% |
| S2 tox | i | i | . | i | i |
| ATXN2 expr inh | 9% | 4% | ? | 3% | -21% |

An excerpt of these results, with two lines to a compound.
Below each compound: KB-3-1 cytotox, HepG2 tox, IL-1B inflam inh, HT1080 IDH1KD tx, MCF10A rerep, SW480 rerep, HT1080-NT tox, S2 tox, ATXN2 expr inh
13	CN(C)CCC(=O)N1C/C(=C/c2ccccc2)C(=O)/C(=C\c2ccccc2)C1
 : -1%, -126%, -100*, 0.58µM*, 31%, ?, ?, 4.2µM*, 2.1µM*
14	CCCCC1=CC2=CC(=O)C(C)(OC(=O)CC)C(=O)C2=CN1Cc1ccccc1 (stereo unspecified)
 : 3%, -17%, 47, 12%, ?, -18%[9.22 µM], 13%, ?, 7%
15	CCCn1c(N)c(C(c2ccc(C(=O)OC)cc2)N2CCN(c3ccccc3)CC2)c(=O)[nH]c1=O (stereo unspecified)
 : 10%, 0%, 17, -2%, 18%, -6%, 0%, i, 6%
16	COc1cc(OC)cc(C(=O)c2c(C)c(C#N)c3ccccn23)c1
 : 5.2µM*, 8%, 30, 12%, ?, 10µM*, ?, i, -20%
17	O=C(O)COc1ccc(/C=N/NC(=O)C(O)(c2ccccc2)c2ccccc2)cc1
 : -3%, 1%, -10, -2%, -9%, -15%, 12%, i, -7%
18	CCCOc1ccc(CC(=O)NCCc2ccccc2)cc1OC
 : -19%, -27%, 18, -2%, ?, ?, -3%, i, 0%
19	CCOC(=O)c1nn(-c2ccc(Cl)cc2)c(=O)c(C#N)c1C
 : 10%, -25%, 2, 8%, -10%, 5%, 8%, i, 78%[activator]
20	C#CCOc1c(Br)cc(/C=N/O)cc1OCC
 : ?, 36%, 0, -27%, ?, -1%, -26%, i, -32%
21	CCCS(=O)(=O)NC(=O)C1(C)CCCN(C(=O)c2cc3ccccc3s2)C1 (stereo unspecified)
 : 0%, 7%, 55, 14%, ., ., 20%, i, 9%
22	CCOC(=O)c1[nH]c2ccc(OC)cc2c1NC(=O)CN1CCSCC1
 : 6%, 0%, -7, 17%, -1%, -4%, 17%, i, 4%
23	CC(=O)Oc1c(-c2ccc(Br)o2)oc2ccccc2c1=O
 : ?, -30%, -29, ?, ?, ?, -19%, ., ?
24	COc1cc(C(=O)NCC(=O)NCCN2C(=O)S/C(=C\c3ccc4c(c3)OCO4)C2=O)cc(OC)c1OC
 : 10%, -34%, -5, 1%, 0%, -19%, 3%, i, 3%
